C2C12 statin: suppressors of simvastatin-induced myotoxicity in C2C12 myotubes. 330,000 tested, 0.78% active. ATP luminescence, 48 h; scaled: DMSO 0, geranylgeraniol control 100. rescue of ATP level, % at 7.49 µM;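 active = mean ATP rescue above about 67%, or every replicate alone reaching that limit, limit read from the data, passing the limit was not always enough; inconclusive = no clear call, values can overlap the other calls; inactive = mean under the limit and some replicate under it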;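 also: myotubes were challenged with 10 µM simvastatin during compound exposure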
DENV2 CPE rescue: protects cells from dengue virus 2 cytopathic effect; DENV2-infected cells, cytopathic effect rescue, plate reader; CPE inhibition, % at 9.99 µM; 350,000 tested, 1.7% active; AID 651640; in the data active = CPE inhibition above about 20%, passing the limit was not always enough; inconclusive = no clear call, values can overlap the other calls; tested in BHK-21 cells;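 also: 0% = median of neutral control wells and 100% = median of positive control wells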
E-sel inducer: E-selectin induction on HUVECs | P16581 | HUVEC E-selectin immunofluorescence imaging; normalized: neutral wells 0, TNF-alpha wells 100 | activation, % at 7.58 µM | 260,000 tested, 0.37% active | AID 686992;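 active = mean E-selectin-positive cell signal at least 10% of the positive control, reached in at least 60% of replicates, without over 20% cell loss; inconclusive = no rule given, readout overlaps actives, possibly toxicity-flagged; inactive = the rest, including those meeting only one limit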;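 also: in these data hits start at about 27%; measured in HUVEC primary endothelial cells; signal is the percent of cells scored E-selectin positive by PE staining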
Target sequence (P16581 whole entry, looked up): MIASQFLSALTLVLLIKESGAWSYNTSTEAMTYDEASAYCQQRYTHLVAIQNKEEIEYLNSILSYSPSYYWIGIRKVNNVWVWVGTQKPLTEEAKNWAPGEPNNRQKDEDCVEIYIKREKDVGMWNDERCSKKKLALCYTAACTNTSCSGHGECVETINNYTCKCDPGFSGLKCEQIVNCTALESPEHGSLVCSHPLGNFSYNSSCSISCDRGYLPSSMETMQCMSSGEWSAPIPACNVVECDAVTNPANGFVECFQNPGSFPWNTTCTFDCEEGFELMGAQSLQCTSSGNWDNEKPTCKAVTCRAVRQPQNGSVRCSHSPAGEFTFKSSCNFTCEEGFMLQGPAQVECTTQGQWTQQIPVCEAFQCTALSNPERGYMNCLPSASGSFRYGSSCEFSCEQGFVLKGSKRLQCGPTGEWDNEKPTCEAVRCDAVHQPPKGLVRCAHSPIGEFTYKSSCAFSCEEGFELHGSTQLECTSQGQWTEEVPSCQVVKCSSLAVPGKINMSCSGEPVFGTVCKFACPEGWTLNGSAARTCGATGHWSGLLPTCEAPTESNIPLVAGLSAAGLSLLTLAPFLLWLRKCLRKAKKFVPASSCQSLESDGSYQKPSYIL
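Read-out: % PE-positive cells | Test system: HUVEC | Doses: One compound dose added by pin transfer | Buffer or medium: EGM-2 over gelatin coat | Signal: Immunofluorescence imaging | Benchmarks: TNF-alpha, DMSO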
SIRT5 inh: blocks human SIRT5 desuccinylation of peptide; AID 652115; Q9NXA8; inhibition, % at 15 µM; Purified SirT5, succinyl-peptide AMC, trypsin-coupled fluorescence; 330,000 tested, 1.1% active; in the data active = inhibition above about 15%; inconclusive = no clear call, values can overlap the other calls
Target sequence (Q9NXA8 whole entry, looked up): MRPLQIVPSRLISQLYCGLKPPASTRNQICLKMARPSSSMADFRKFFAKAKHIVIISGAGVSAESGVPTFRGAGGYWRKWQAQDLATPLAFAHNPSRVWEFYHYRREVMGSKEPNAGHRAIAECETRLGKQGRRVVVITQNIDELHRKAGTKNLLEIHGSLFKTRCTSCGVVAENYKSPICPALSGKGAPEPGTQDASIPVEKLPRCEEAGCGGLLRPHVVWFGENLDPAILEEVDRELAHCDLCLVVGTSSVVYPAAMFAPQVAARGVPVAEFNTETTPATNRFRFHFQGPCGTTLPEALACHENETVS
PglD DTNB: PglD (C. jejuni) enzyme inhibition. purified PglD enzyme, DTNB colorimetric CoA detection. inhibition, % at 12.5 µM. 360,000 tested, 0.098% active. AID 602405; in the data active = inhibition above about 16%, passing the limit was not always enough; inconclusive = no clear call, values can overlap the other calls; also: strong numbers were not always called active
ERp5 inh: ERp5 (human) disulfide isomerase inhibition; ERp5 insulin aggregation, absorbance 650 nm, 90 min; inhibition, % at 9.99 µM; Q15084; 350,000 tested, 0.05% active;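 active = mean replicate inhibition above about 25%, with every replicate also reaching it, limit read from the data, passing the limit was not always enough; inconclusive = only one of those two criteria met; inactive = neither criterion met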
S100A4 MyoIIA: S100A4-myosin IIA interaction inhibition. inhibition, % at 10.7 µM. 360,000 tested, 0.14% active. AID 652163. P26447. S100A4/TAMRA-MyoIIA peptide fluorescence polarization;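 active = mean inhibition of at least 70% across replicates, with every replicate also reaching that level; inconclusive = mean inhibition reaches 70% but some replicates fall short; inactive = mean inhibition below 70%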
Target sequence (P26447 whole entry, looked up): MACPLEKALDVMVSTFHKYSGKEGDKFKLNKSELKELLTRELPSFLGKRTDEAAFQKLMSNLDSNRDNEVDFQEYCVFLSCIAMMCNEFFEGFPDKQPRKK
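Test system – S100A4 monomer (human) · Compound – single-point compound testing · Schedule – 5 min incubation before reading · Probe or stimulus – TAMRA-labelled myosin IIA heavy-chain peptide probe, 5 nM · Benchmarks – neutral control DMSO, positive control TFP · Medium – Calcium-containing HEPES buffer, pH 7.2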
The depositor's hits bear a star; ? = inconclusive; . = no result given.

SMILES	C2C12 statin	DENV2 CPE rescue	E-sel inducer	SIRT5 inh	PglD DTNB	ERp5 inh	S100A4 MyoIIA
CCn1c(SCC(=O)NCc2ccc3c(c2)OCO3)nc2c(c1=O)SCC2	-6	5	-0.2	-7	8	-1	6
O=C(c1cccc(F)c1)N1CC(=O)N2[C@@H](CO)[C@H](c3ccc(C4=CCCC4)cc3)[C@@H]2C1	.	3	0.1	0	.	0	-4
CCC(c1nnnn1CS(=O)(=O)c1ccc(C)cc1)N1CCC(C(N)=O)CC1 (stereo not drawn)	1	0	.	-3	2	2	-3
CC(C)c1ccc(NC(=S)N2CCN(C)CC2)cc1	2	-3	0.0	-3	10	3	-7
CO[C@@H]1CN(C)C(=O)c2ccc(NC(=O)C3CC3)cc2OC[C@@H](C)N(CC2CCCC2)C[C@@H]1C	0	6	0.3	3	1	-1	44
C[C@H](CO)N1C[C@H](C)[C@H](CN(C)C)Oc2c(NC(=O)c3cnccn3)cccc2C1=O	-8	8	.	-7	1	10	2
N#C[C@@H]1N[C@@H](CO)[C@@H]1c1ccc(-c2ccccc2F)cc1	-14	1	-0.6	3	0	-3	-9
O=C(CCCN1C(=O)/C(=C/c2ccccc2)SC1=S)Nc1cccc(O)c1	.	12	.	-3	.	3	-18
CN(C)C(=O)C1Cc2ccccc2CN1S(=O)(=O)c1ccc(F)cc1 (stereo not drawn)	-10	-2	.	-3	-3	-5	-2
CC(C)c1ccc(O)c(C(=O)c2cnn(-c3ccccc3)c2)c1	3	5	0.0	.	-7	-1	-5
CC=Cc1ccc2n(c1=O)C[C@@H]1N[C@H]2[C@H](C(=O)NCCc2ccccc2)[C@H]1CO (mixture of isomers)	-9	3	-0.5	-11	2	0	-4
Clc1ccc(-c2csc(N/N=C/c3ccco3)n2)cc1	.	1	0.2	.	.	7	-1
CO[C@@H]1CN(C)C(=O)c2cc(NC(=O)C3CC3)ccc2OC[C@H](C)N(Cc2ccncc2)C[C@H]1C	-3	19	0.2	1	1	7	20
Cc1nc2[nH]c(=O)c3c(n2n1)NC1=C(C(=O)CC(C)(C)C1)C3c1ccccc1 (stereo not drawn)	-7	.	-1.1	.	4	.	.
COc1cccc(S(=O)(=O)N(C)C[C@@H]2Oc3ncc(-c4cccc(C(F)(F)F)c4)cc3C(=O)N([C@H](C)CO)C[C@@H]2C)c1	3	-3	0.2	20*	1	1	1
CCOC(=O)c1ccccc1NC(=S)N1CCN(C2CCCCC2)CC1	6	?	-2.1	-3	.	1	-6
COCCCNC(=O)CSc1c2c(nc3ccc(Cl)cc13)CCCC2	.	-2	.	-4	.	-3	-6
CC1CC(C)(C)NC(=S)N1CCCC(=O)Nc1ccc2c(c1)OCCO2 (stereo not drawn)	-13	-2	.	-2	6	0	6
CN(c1ccccc1)S(=O)(=O)c1ccc(Cl)c(C(=O)OCC(=O)NC2CCS(=O)(=O)C2)c1 (stereo not drawn)	0	-3	.	0	.	-7	-3
CN(C)c1ccc(NS(=O)(=O)c2cc3c4c(c2)CC(=O)N4CCC3)cc1	1	3	.	-1	3	3	-2
Cc1cccc(-n2nnnc2SCC(=O)NC2CCCC2)c1	.	2	0.1	-5	.	-6	-5
CCc1cc(C(c2ccncc2)N2CCN(C)CC2)c(NC(=O)c2ccccc2)s1 (stereo not drawn)	-3	-8	.	6	.	7	0
O=S(=O)(c1cccc(-c2csc(-c3cccnc3)n2)c1)N1CCOCC1	-12	-3	.	-1	-3	3	4
Cc1cccn2c(=O)c(/C=N/O)c(Nc3ccccc3F)nc12	.	-3	59*	.	.	4	2
C[C@H](CO)N1C[C@H](C)[C@H](CN(C)CC2CC2)Oc2cc(Br)ccc2S1(=O)=O	10	0	-0.8	1	-1	-2	5
S=c1[nH]nc(CN2CCCC2)n1Cc1ccccc1	.	-3	3.2	1	.	1	-4
C=C1CCN([C@@H](Cc2ccccc2)C(=O)NCc2ccccc2)S(=O)(=O)c2ccccc21	0	?	0.0	-4	5	12	1
O=C(CN1CCOCC1)N1CCCCN2[C@H](CO)[C@H](c3ccc(C#Cc4ccccc4)cc3)[C@H]2C1	.	6	-0.2	2	-1	1	2
CN1c2ccc(Br)cc2[C@@H]2[C@@H](CCN2C(=O)C2CCC2)[C@H]1CO	.	-8	-0.1	-1	.	1	-44
COc1ccccc1CNC(=O)C[C@H]1C[C@H]2c3cc(NC(=O)Nc4ccccc4F)ccc3O[C@H]2[C@@H](CO)O1	5	-9	0.5	-1	-2	-4	2
O=C(N/N=C/c1ccccc1)C(=O)N/N=C/c1ccccc1	23	4	.	-1	10	1	0
CCn1ccnc1CN(C)C(=O)c1cc(COc2c(F)cccc2F)on1	15	-4	0.1	-2	6	3	9
Cc1ccc2[nH]c(=O)c(CN(C(=O)c3cccc([N+](=O)[O-])c3)C(C)C)cc2c1	.	0	3.0	-6	.	-2	4
O=C(COC(=O)c1cc(Cl)nc(Cl)c1)NCCc1ccc(F)cc1	20	?	0.9	-1	4	0	-2
Cc1c(C(=O)NC2CCOC2)oc2c(F)cccc12 (stereo not drawn)	20	-2	.	-3	1	-16	6
COc1ccc(C(=O)C(CO)Oc2ccccc2OC)cc1OC (stereo not drawn)	.	6	.	-3	.	3	-1
C[C@H](CO)N1C[C@H](C)[C@H](CN(C)Cc2ccccc2)Oc2c(NC(=O)Nc3ccccc3)cccc2C1=O	16	-1	-3.7	-4	-1	-5	-15
COc1ccccc1NC(=O)C1CCCN(c2ncnc3c2nc2n3CCCCC2)C1 (stereo not drawn)	-5	1	.	1	-5	0	-2
O=C(CCl)N1CCN(CC(=O)N2CCCC2)CC1	6	0	.	5	-3	0	0
N#C[C@@H]1N[C@@H](CO)[C@@H]1c1ccccc1	-14	0	0.1	3	1	6	-8
O=C(C1CCN(S(=O)(=O)c2cnc[nH]2)CC1)N1CCn2c1nc1ccccc12	-4	-6	.	-4	-5	-2	-5
COC(=O)[C@@]12CCCCN1[C@H](c1ccc(-c3ccccc3)c(OC)c1)[C@H]1C(=O)N(C)C(=O)[C@H]12	5	-2	-0.1	1	6	7	0
C[C@H]1CN([C@@H](C)CO)C(=O)c2cccc(NC(=O)CCCCCC(=O)Nc3ccccc3N)c2O[C@H]1CN(C)C(=O)Nc1ccc2c(c1)OCO2	.	16	0.6	.	.	-5	3
C=CCNC(=S)N/N=C/c1ccc(C(C)(C)C)cc1	.	12	.	-8	.	6	2
CC(NC(=O)CSCc1ccc(Br)cc1)c1ccccc1 (stereo not drawn)	-2	3	.	-8	-6	-4	-5
C[C@H](CO)N1C[C@H](C)[C@H](CN(C)C)Oc2cc(C#Cc3cccc(F)c3)ccc2S1(=O)=O	1	7	-0.4	0	1	0	11
Cc1ccccc1S(=O)(=O)Cc1ccc(C(=O)NC(C)c2ccc3c(c2)OCCO3)o1 (stereo not drawn)	-1	0	-0.2	.	4	5	0
COc1ccc(OC)c(C(=O)COC(=O)CNC(=O)c2ccccc2)c1	.	3	.	15*	.	2	1

Four compounds out of the list above, ordered by the number in SIRT5 inh, smallest number first.
Molecule	SIRT5 inh
C[C@H](CO)N1C[C@H](C)[C@H](CN(C)Cc2ccccc2)Oc2c(NC(=O)Nc3ccccc3)cccc2C1=O	-4
C[C@H](CO)N1C[C@H](C)[C@H](CN(C)C)Oc2cc(C#Cc3cccc(F)c3)ccc2S1(=O)=O	0
COc1ccccc1NC(=O)C1CCCN(c2ncnc3c2nc2n3CCCCC2)C1 (stereo not drawn)	1
O=C(CCl)N1CCN(CC(=O)N2CCCC2)CC1	5

Following part.
SMILES	C2C12 statin	DENV2 CPE rescue	E-sel inducer	SIRT5 inh	PglD DTNB	ERp5 inh	S100A4 MyoIIA
C/C(=N\NC(=O)c1cccc2ccccc12)c1ccccn1	-28	-4	1.0	-2	4	-11	4
O=C(COC(=O)c1ccncc1)c1ccccc1	.	3	.	-3	.	-3	1
COc1ccc(CC(=O)Nc2sccc2C#N)cc1S(=O)(=O)N1CCOCC1	18	0	.	-2	-1	-4	-2
CSCCC(NC(=O)COc1ccccc1)C(=O)N(C)CC(=O)Nc1c(C)cccc1C (stereo not drawn)	2	0	1.1	-5	-1	1	1
CC(C)NC(=O)N1CC(=O)N2[C@@H](CO)[C@@H](c3ccc(C#CCN(C)C)cc3)[C@@H]2C1	.	11	-0.3	0	.	4	4
C/C(=N\NC(=O)c1cccc(S(=O)(=O)N2CCCC2)c1)c1ccc(OCC(=O)N(C)C)cc1	7	-2	1.6	0	-1	-1	-1
O=C(CCNC(=O)c1ccc([N+](=O)[O-])cc1)Nc1ccc(F)cc1F	2	2	.	1	-2	-1	-1
CN(c1c[nH]c(=O)[nH]c1=O)C1CCCCC1	.	2	.	9	.	-1	5
CC(=O)Oc1ccc(/C(C)=N\N2CCN(Cc3ccc(Cl)cc3)CC2)cc1	12	6	.	.	-13	-1	1
CCc1cc(C(=O)Nc2ccccc2N2CCOCC2)sc1C	-2	-1	.	1	6	2	4
NS(=O)(=O)c1ccc(Oc2ccc(S(N)(=O)=O)cc2)cc1	.	6	.	0	.	-1	-6
O=C(C[C@@H]1C[C@@H]2c3cc(NC(=O)Nc4ccc(F)cc4)ccc3O[C@@H]2[C@H](CO)O1)NC1CCCCC1	0	-1	2.0	-8	-1	3	.
CCOc1ccccc1-c1cc(-c2n[nH]c(=S)n2CC)c2ccccc2n1	.	0	-2.6	-1	.	-7	-3
CC(C)C#Cc1ccc2c(c1)O[C@@H](CN(C)C)[C@@H](C)CN([C@@H](C)CO)S2(=O)=O	7	.	0.5	3	-2	-1	-2
Cc1ccc(NC(=O)C2CCCN(S(=O)(=O)c3ccc4c(c3)oc(=O)n4C)C2)nc1 (stereo not drawn)	18	16	1.0	-2	0	4	1
COC(=O)C1C/C(=N\NS(=O)(=O)c2ccc(C)cc2)c2ccccc2C1 (stereo not drawn)	2	-6	0.0	-1	2	13	-18
COc1ccc(S(=O)(=O)N2CC[C@@H]3[C@H]2c2cc(-c4ccccc4F)ccc2N(C)[C@H]3CO)cc1	-9	26*	0.2	.	1	.	.
CC(Oc1ccc(Br)cc1)C(=O)N(C)CC(=O)Nc1ccc(N2CCOCC2)cc1 (stereo not drawn)	9	-3	-1.7	-1	-4	-3	-2
COc1ccccc1CNC(=O)C[C@H]1CC[C@H]2[C@@H](COC[C@H](O)CN2Cc2ccccc2)O1	-8	-1	0.0	2	1	2	0
O=C(/C=C/c1ccc(S(=O)(=O)N2CCOCC2)cc1)Nc1cc(F)ccc1F	.	-5	-0.2	2	.	4	-10
Cc1ccc(NC(=O)c2cc(C(=O)Nc3ccc(C)cc3)n(C)n2)cc1	.	42*	.	-4	.	2	0
CCN(CC)S(=O)(=O)c1cc(NC(=O)c2cccc(N3C(=O)CCC3=O)c2)ccc1Cl	.	-2	-0.9	-5	.	3	-2
CCN(CC)CCCN(Cc1cc2cc3c(cc2[nH]c1=O)OCO3)C(=S)Nc1ccccc1	-10	.	.	0	2	-2	-6
O=C1NC[C@@H](CCCCN2C[C@H](Cc3ccc(O)cc3)N(CCC3CCCCC3)C(=O)C2=O)N(Cc2ccccc2)C1=O	.	1	-0.1	5	.	0	2
Cc1ccc(OCC(=O)NC2CCSc3ccccc32)cc1 (stereo not drawn)	2	26*	.	-1	7	-4	2
CNC(=O)C[C@@H]1CC[C@@H]2[C@@H](COc3ccc(NC(=O)c4cc(C)on4)cc3C(=O)N2C)O1	2	-2	0.0	.	2	.	.
COc1ccccc1CC(=O)NN1C(=O)c2ccccc2C1=O	.	0	0.0	-4	.	9	-7
Cc1ccc(N/N=C/C=C/c2ccco2)cc1	.	3	.	-2	.	7	-23
COc1cc(/C=N/Nc2ccccn2)ccc1O	.	0	-0.3	3	.	4	-5
COc1cc(NC(=O)c2cc(C)nc3ccccc23)cc(OC)c1OC	.	.	.	-1	.	-5	-9

Screens: PubChem, Broad Institute

Only part of the results is shown; rates above refer to the full screens.
